NOD1 inhibition: NOD1 signaling inhibitors, primary screen, cell-based, luminescence, uHTS (AID 1578) | NOD1-driven NF-kB luciferase reporter cells, luminescence; higher % means a stronger effect | inhibition, % at 4 µM, or EC50 in µM where a hit was titrated | hit rate 1% among 290,000; in the data active = inhibition mostly above about 36%, no sharp cut-off; inactive = mostly below about 34%;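 note: HEK-293T reporter cells stimulated with the NOD1 agonist gamma-tri-DAP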
GPR55 beta-arrestin: GPR55 agonists via beta-arrestin recruitment, primary screen, imaging, U2OS cells, beta-arrestin-GFP redistribution (AID 1961); hit rate 0.048% among 290,000; U2OS GPR55 beta-arrestin-GFP redistribution imaging; higher % means a stronger effect; activation, % at 10 µM; hits with a dose series show EC50 in µM;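 active = activation above 40% with more than 50 cells counted in the well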;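 note: U2OS osteosarcoma cells stably expressing GPR55 and beta-arrestin-GFP; plate controls were DMSO negative control for no effect and LPI positive control for full effect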
Yfh1-off respiration: enhancers of respiration in Yfh1-depleted yeast, dose response, Friedreich's ataxia, plus single-dose screen (AID 1465). S. cerevisiae Yfh1-off respiration, WST-1 reduction, 72 h; higher fold induction means a stronger effect. one-dose fold induction at 50 µM; EC50 in µM for titrated hits. hit rate 0.074% among 220,000;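 active = fold induction of absorbance versus untreated yeast above a set limit, then at least 30% activation at any dose in follow-up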;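 note: activators that raise dye reduction in frataxin-depleted yeast; strong numbers were not always called active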
NTR1 ag: agonists of NTR1, primary screen, imaging, U2OS cells, beta-arrestin-GFP, high content (AID 493036). NTR1-U2OS beta-arrestin-GFP spot imaging, agonist mode. activation, % at 20 µM. hit rate 0.17% among 330,000;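 active = activation at or above 40% of the spot to cytoplasm intensity ratio, with at least 20 cells analyzed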;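 note: 0% = DMSO without peptide and 100% = 100 nM NTR1 peptide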
Target sequence (P30989 whole entry, looked up): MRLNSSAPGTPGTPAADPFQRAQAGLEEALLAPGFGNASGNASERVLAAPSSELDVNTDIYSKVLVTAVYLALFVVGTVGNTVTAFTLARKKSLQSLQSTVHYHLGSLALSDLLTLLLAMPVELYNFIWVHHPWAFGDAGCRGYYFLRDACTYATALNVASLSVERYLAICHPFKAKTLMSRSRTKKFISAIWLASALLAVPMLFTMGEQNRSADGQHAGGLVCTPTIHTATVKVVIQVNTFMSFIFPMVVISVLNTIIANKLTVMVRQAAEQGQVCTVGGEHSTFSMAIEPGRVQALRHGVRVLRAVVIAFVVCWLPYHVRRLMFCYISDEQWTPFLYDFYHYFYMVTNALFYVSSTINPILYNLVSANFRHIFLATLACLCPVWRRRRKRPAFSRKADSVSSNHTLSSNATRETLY
HEK293 NOD2/NF-kB: NOD2 signaling inhibitors, cell-based, luminescence, uHTS, HEK293 (AID 1566). HEK293 NOD2/NF-kB luciferase reporter, luminescence; higher % means a stronger effect. inhibition, % at 4 µM, or EC50 in µM where a hit was titrated. hit rate 0.63% among 290,000; note: many of its hits are not listed in these tables
CSM14.1 death rescue: rescue of cells from ER stress-induced death, primary screen, 384-well, CSM14.1, thapsigargin, ATP luminescence (AID 1222); CSM14.1 thapsigargin-induced death rescue, ATP luminescence; higher % means a stronger effect; cellular ATP content (survival), % at 20 µM, or EC50 in µM where a hit was titrated; 190,000 tested, under 10 active;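 active = EC50 below 50 µM in the dose-response confirmation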;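 note: death triggered by thapsigargin at about 15 µM added after 2 h compound pretreatment; cell ATP read after overnight thapsigargin exposure of roughly 18 to 22 hours; normalized against plate controls of thapsigargin alone and 5% DMSO vehicle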
KOR beta-arrestin-1: KOR antagonists, beta-arrestin recruitment, cell-based, luminescence, uHTS (AID 1778); Kappa-type opioid receptor (Homo sapiens); KOR beta-arrestin recruitment, luminescence, antagonist mode; higher % means a stronger effect; one-dose inhibition, % at 10 µM; IC50 in µM for titrated hits; hit rate 0.091% among 290,000; note: strong numbers were not always called active
TNAP activation fold: human TNAP enzyme activators, primary screen, biochemical, luminescent, no phosphate acceptor, uHTS (AID 1001). Alkaline phosphatase, tissue-nonspecific isozyme (Homo sapiens). purified TNAP, luminescent activation assay, no phosphate acceptor; higher activation fold means a stronger effect. activation fold at 20 µM; hits with a dose series show EC50 in µM. hit rate 0.03% among 200,000; in the data active = activation fold from about 3, or a potency from the dose series; inactive = the rest, 99 in 100 with activation fold below about 1.6; note: many of its hits are not listed in these tables
KOR beta-arrestin-2: KOR agonists, beta-arrestin recruitment, primary screen, cell-based, luminescence, uHTS (AID 1777); activation, % at 10 µM; hits with a dose series show EC50 in µM; hit rate 0.02% among 280,000; Kappa-type opioid receptor (Homo sapiens); KOR beta-arrestin recruitment, luminescence; higher % means a stronger effect; in the data active = activation above about 50%, passing the limit was not always enough; note: a part of the inactive calls stands beside numbers as strong as those of hits
NTR1 ag cell count 20 µM: recorded beside NTR1 ag, whose call it bears; cell count; measured here: cell count, cytotoxicity flag
The depositor's hits bear a star; i = inactive; . = not tested or not shown; [ ] = remark or other dose. Cut-off read from the data, not from the text of the source, unless noted: active = inhibition above about 50%; inactive = the rest.

Screens in order: TNAP activation fold, GPR55 beta-arrestin, NTR1 ag, Yfh1-off respiration, NTR1 ag cell count 20 µM, HEK293 NOD2/NF-kB, CSM14.1 death rescue, KOR beta-arrestin-2, NOD1 inhibition, KOR beta-arrestin-1
> C[C@@](Cc1ccc(O)c(O)c1)(NN)C(=O)O
 : 1, -0.1%, ., ., ., 11%, -1.6%, -1.2%, -29%, 12%
> COc1ccc(NCc2nnc(SCC(=O)NCc3ccco3)n2-c2ccccc2OC)cc1
 : 1.1, -0.1%, 1.7, i, 52, -3%, -1.9%, -3.5%, -25%, 25%
> CC(=O)N1CCC(O)(c2cccc(C(F)(F)F)c2)CC1
 : 1.1, 0.3%, 0.5, i, 48, 3%, -1.5%, 4.2%, 0%, -8%
> Cc1ccc(NC(=O)NC2CCCCC2)cc1Cl
 : 1.1, 0.2%, -1.0, i, 64, -44%, 0.1%, -1.4%, -20%, -5%
> O=C(Nc1ccc(S(=O)(=O)N2CCOCC2)cc1)C1CC1
 : ., -0.1%, -0.3, ., 36, -4%, ., -0.5%, -35%, 8%
> Cc1c(C(=O)NC2CCCc3ccccc32)oc2ccc(S(=O)(=O)N3CCCC3)cc12 (configuration not stated)
 : 1.1, -0.1%, 5.1, i, 39, 9%, 1.8%, 2.5%, 0%, -12%
> COc1ccc(C(=O)Nc2ccc(S(=O)(=O)N3CCCC3)cc2)cc1
 : 1.1, -0.1%, -0.6, i, 60, -15%, 1.1%, -2.0%, -37%, -6%
> CCCC(C)C(=O)Nc1cc([N+](=O)[O-])ccc1Cl (configuration not stated)
 : 1.1, -0.8%, 0.5, i, 43, -1%, 0.0%, -0.2%, -23%, 28%
> Cc1ccc2[nH]c(=O)c(CN(CC3CCCO3)C(=O)c3ccncc3)cc2c1 (configuration not stated)
 : 1.1, -0.2%, -0.1, i, 54, 8%, -1.8%, -1.7%, -13%, 0%
> COc1ccc(/C=C2\CCc3ccccc3C2=O)cc1OC
 : 1, 0.3%, 2.3, i, 80, -59%, 0.4%, 9.4%, 7%, 7%
> COc1cccc(CN2CCNC(=O)C2CC(=O)N(C)CC2CCOCC2)c1OC (configuration not stated)
 : ., -0.1%, -1.4, ., 59, -13%, ., 2.8%, -16%, -25%
> O=C(NC1CCCC1)C(c1ccc(N2CCOCC2)cc1)N(C(=O)c1ccco1)c1ccccc1F (configuration not stated)
 : 1, 0.5%, 2.9, i, 53, 4%, 3.3%, -4.6%, -28%, -16%[20 µM]
> COc1ccc(C(=O)C2CCCN(Cc3ccc(Sc4nncn4C)o3)C2)cc1F (configuration not stated)
 : 1.1, -0.1%, -0.5, i, 42, 6%, 1.7%, ., -30%, -15%[20 µM]
> CSc1ccc(/C=N/NC(=O)c2ccccc2Cl)cc1
 : 1.1, 0.1%, -0.4, i, 42, -81%, -1.9%, -3.6%, -37%, -14%
> O=C(COC(=O)CCCc1nc2ccccc2s1)Nc1ncc(Cl)cc1Cl
 : 1.1, 0.1%, 0.9, i, 75, 3%, -1.0%, 1.6%, 2%, 5%
> Cc1ccccc1NCCC(=O)Nc1ccc(F)cc1
 : ., -0.2%, -0.3, ., 48, -1%, ., -5.7%, -17%, 6%
> Cc1cc(OCC(O)CN2CCOCC2)cc(C)c1Cl (configuration not stated)
 : ., 0.2%, -0.3, ., 53, -11%, ., 5.6%, -5%, -31%[20 µM]
> O=C(c1ccc(-c2ccccc2)cc1)c1ccc([N+](=O)[O-])cc1
 : ., -0.1%, 12, i, 45, -6%, ., 16%, 7%, -69%
> Cc1c(C)c2ccc(OCC(=O)N3CCN(c4ccccc4)CC3)cc2oc1=O
 : ., -0.1%, 0.2, ., 57, 9%, ., 4.8%, -10%, -31%
> Cc1ccc(CNC(=O)CCN2C(=O)[C@@H]3Cc4ccccc4CN3C2=O)cc1
 : ., -0.1%, 0.4, ., 69, 3%, ., 4.2%, -10%, -11%
> O=C(OCCCN=C1NS(=O)(=O)c2ccccc21)c1ccc(F)cc1
 : 1.1, 0.0%, -1.3, i, 82, 4%, -2.0%, -1.4%, -1%, 3%
> O=C(COC(=O)C1(c2ccccc2F)CCCC1)Nc1ncc(C(F)(F)F)cc1Cl
 : 1, -0.1%, ., i, ., 4%, -1.4%, 9.1%, -26%, -12%
> O=C(Nc1ccc(Cl)cc1)c1cc(S(=O)(=O)Nc2ccccn2)ccc1Cl
 : ., -0.1%, 0.3, ., 47, 7%, ., 0.7%, -4%, 0%
> CN(C)CCCN(C(=O)COc1ccccc1)c1nc2ccc(Cl)cc2s1
 : 1.1, -0.1%, 1.8, i, 54, 26%, -1.4%, -5.0%, -26%, -20%
> Cn1c(CNc2ccccc2O)nc2ccccc21
 : 1, -0.2%, -0.4, i, 52, 0%, -0.3%, 0.5%, -8%, 23%
> O=C(CN1C(=O)COc2ccccc21)N1CCc2ccccc21
 : 1.1, -0.3%, -1.2, i, 95, 4%, 4.5%, 3.9%, 5%, 20%
> Cc1ccc(S(=O)(=O)N2CCN(C(=O)Cc3ccc4c(c3)OCCO4)CC2)cc1C
 : 1.1, -0.4%, 3.8, i, 76, -11%, -3.3%, 2.8%, -24%, 13%
> CC(C)CCNC(=O)Cn1cc2c(n1)CCCCC2
 : 1, -0.3%, 1.2, i, 47, 3%, ., 1.8%, -11%, 20%
> CN1CCN(/C=N/c2c(C#N)cnn2-c2ccccc2)CC1
 : 1.1, -0.1%, -1.1, i, 58, 12%, -0.2%, -0.4%, 5%, 21%
> O=C(CSc1nc2ccccc2n1CCc1ccccc1)NC1CC1
 : 1, -0.2%, 0.8, i, 64, 3%, -1.6%, 5.2%, -16%, -12%
> Cc1ccc(N(C(C)C(=O)O)S(=O)(=O)c2c(C)n[nH]c2C)cc1 (configuration not stated)
 : 1, -0.1%, -0.6, i, 46, 15%, -1.6%, 0.3%, -4%, -4%
> COc1ccc(C[C@H]2CN3C(=NC[C@H]3C)N2CCNC(=O)c2ccc(C)c(Br)c2)cc1
 : 1.1, -0.1%, -0.4, i, 43, 0%, -2.8%, 12%, -28%, 44%
> NS(=O)(=O)c1cccc(NC(=O)COC(=O)CN2C(=O)C3CC=CCC3C2=O)c1 (configuration not stated)
 : 1, -0.4%, -0.2, i, 43, 20%, 1.2%, -3.3%, -15%, 10%
> CCN(CC)/C(=N\S(=O)(=O)c1ccc(F)cc1)c1ccccc1
 : ., -0.1%, 3.4, ., 38, 4%, ., -4.9%, -3%, 0%
> COc1ccc(N2CCN(Cc3nc(N)nc(Nc4ccccc4OC)n3)CC2)cc1
 : 1.1, 0.0%, 4.5, i, 53, 8%, -0.8%, 1.3%, -5%, -9%
> CCCCn1c(=O)[nH]c(=O)c2c1nc(-c1cc(Br)c(OCC)c(OC)c1)n2C
 : ., -0.1%, 15, ., 35, 0%, ., 34%, -8%, -32%
> Cn1ccnc1SCC(=O)c1cccc(Br)c1
 : 1.1, -0.1%, -1.5, i, 83, -27%, 1.2%, -3.9%, -23%, -5%
> CC1(C)C(=O)OC(C(=O)c2ccc(Cl)cc2)C(C)(C)C1=O (configuration not stated)
 : 1.1, 0.5%, 2.0, i, 47, 4%, -1.5%, 4.5%, -6%, 12%
> Cc1cccc(-c2nnc(NC(=O)c3ccc(N4C(=O)CCC4=O)cc3)s2)c1
 : 1.1, 0.1%, 3.7, i, 80, 1%, -1.6%, -1.3%, -36%, -39%
> CC1S/C(=N/N=C/c2cccc([N+](=O)[O-])c2)NC1=O (configuration not stated)
 : ., 0.5%, 1.4, i, 61, 15%, ., 3.3%, -3%, 17%
> COCCCNc1nc(=S)[nH]c2cc(OC)c(OC)cc12
 : 1, 0.3%, 0.5, i, 86, 15%, -0.2%, -2.5%, -2%, 13%
> C/C(=N\Nc1cc(C)nc(-c2ccccc2O)n1)c1ccccc1O
 : ., 0.2%, 24, i, 48, -1%, ., 9.3%, -12%, -12%
> Cc1cc(S(=O)(=O)Nc2c(C)nc3nc[nH]n3c2=O)ccc1F
 : 1.1, -0.3%, -0.5, i, 38, 1%, 2.0%, ., -19%, 14%
> O=C(O)c1cc(-n2[nH]c(=O)c3ccccc3c2=O)ccc1Cl
 : ., -0.1%, -2.5, ., 46, 1%, ., -0.9%, -26%, -12%
> COCCCNC(=O)/C(C#N)=C/c1c(N2CCN(c3cccc(Cl)c3)CC2)nc2c(C)cccn2c1=O
 : ., 0.0%, 5.0, ., 84, 12%, ., -4.1%, -1%, 9%
> CC(C)(C)c1ccc(C(=O)OCCNC(=O)c2c(Cl)nc3ccccn23)cc1
 : 1, 0.0%, 14, i, 94, 13%, 4.8%, -2.5%, 3%, -15%
> Oc1c(Cl)cc(Cl)cc1CNc1ccccn1
 : ., -0.1%, -0.4, ., 51, 30%, ., 0.3%, 10%, -25%[20 µM]
> O=C(NCc1ccccc1Cl)c1cc(C(=O)C2CC2)c[nH]1
 : ., -0.1%, 0.5, ., 61, 30%, ., -1.3%, 22%, -28%
> O=C(O)CCCc1ccc2ccc3cccc4ccc1c2c34
 : ., -0.1%, 2.2, ., 55, 36%, ., -0.4%, 7%, -59%
> O=[N+]([O-])c1cc(Cl)ccc1Oc1ccc(-c2nnco2)cc1
 : 1.1, 0.3%, -0.6, i, 69, 17%, -2.9%, -3.6%, 9%, -6%
> O=C(c1ccncc1)N1CCN(S(=O)(=O)c2ccc(F)cc2)CC1
 : ., -0.1%, -0.5, ., 67, -7%, ., -1.1%, -45%, 10%
> Cc1ccc(OCCCC(=O)Nc2ccc(N3CCOCC3)cc2)cc1
 : 1.2, 0.4%, -0.6, i, 53, 8%, -2.1%, -3.6%, 12%, 2%
> Cn1c(Cn2nnc3ccccc32)nnc1SCC(=O)Nc1ccc2c(c1)OCO2
 : 1.1, -0.1%, 1.2, i, 50, -4%, -1.5%, -2.3%, -13%, 9%

Not all compounds are listed; the hit share may differ from the screen's.
